NCOA3 inh: inhibits human SRC3 coactivator; Q9Y6Q9; HEK293 GAL4-SRC3 luciferase reporter, luminescence; inhibition, % at 3.6 µM; actives 0.17% (n = 360,000); AID 588352;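 active = inhibition above a per-campaign cutoff, the mean of all compounds plus 3 SD, cut at about 60% in these data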;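 also: 0% = DMSO-treated cells and 100% = gossypol-treated cells at 36 µM; higher means less SRC3-driven luciferase light from the GAL4 reporter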
C8 TRAIL sens: sensitizes caspase-8 expressing cells to TRAIL; actives 1% (n = 360,000); inhibition (viability loss, TRAIL sensitization), % at 10 µM; NB7+C8 cells + TRAIL, ATPlite viability luminescence;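 active = compounds causing at least 50% loss of cell viability in the single-dose screen, relative to plate controls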
TWEAK Fn14 block: inhibitors of TWEAK-Fn14 interaction signaling; TWEAK-stimulated Fn14 reporter cells, luciferase luminescence, 8 h; inhibition, % at 10 µM; actives 2% (n = 360,000); AID 1159606; in the data active = inhibition above about 50%
SRC1 inh: inhibitors of human steroid receptor coactivator 1 (SRC1); Q15788; HEK293 GAL4-SRC1 luciferase reporter, luminescence; inhibition, % at 3.6 µM; actives 0.12% (n = 360,000);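 active = inhibition above the campaign mean plus 3 SD, with each screening campaign given its own cutoff, cut at about 60% in these data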;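 also: 0% = DMSO treated cells and 100% = gossypol at 36 µM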
Target sequence (Q15788 whole entry, looked up, the tested form may be a part): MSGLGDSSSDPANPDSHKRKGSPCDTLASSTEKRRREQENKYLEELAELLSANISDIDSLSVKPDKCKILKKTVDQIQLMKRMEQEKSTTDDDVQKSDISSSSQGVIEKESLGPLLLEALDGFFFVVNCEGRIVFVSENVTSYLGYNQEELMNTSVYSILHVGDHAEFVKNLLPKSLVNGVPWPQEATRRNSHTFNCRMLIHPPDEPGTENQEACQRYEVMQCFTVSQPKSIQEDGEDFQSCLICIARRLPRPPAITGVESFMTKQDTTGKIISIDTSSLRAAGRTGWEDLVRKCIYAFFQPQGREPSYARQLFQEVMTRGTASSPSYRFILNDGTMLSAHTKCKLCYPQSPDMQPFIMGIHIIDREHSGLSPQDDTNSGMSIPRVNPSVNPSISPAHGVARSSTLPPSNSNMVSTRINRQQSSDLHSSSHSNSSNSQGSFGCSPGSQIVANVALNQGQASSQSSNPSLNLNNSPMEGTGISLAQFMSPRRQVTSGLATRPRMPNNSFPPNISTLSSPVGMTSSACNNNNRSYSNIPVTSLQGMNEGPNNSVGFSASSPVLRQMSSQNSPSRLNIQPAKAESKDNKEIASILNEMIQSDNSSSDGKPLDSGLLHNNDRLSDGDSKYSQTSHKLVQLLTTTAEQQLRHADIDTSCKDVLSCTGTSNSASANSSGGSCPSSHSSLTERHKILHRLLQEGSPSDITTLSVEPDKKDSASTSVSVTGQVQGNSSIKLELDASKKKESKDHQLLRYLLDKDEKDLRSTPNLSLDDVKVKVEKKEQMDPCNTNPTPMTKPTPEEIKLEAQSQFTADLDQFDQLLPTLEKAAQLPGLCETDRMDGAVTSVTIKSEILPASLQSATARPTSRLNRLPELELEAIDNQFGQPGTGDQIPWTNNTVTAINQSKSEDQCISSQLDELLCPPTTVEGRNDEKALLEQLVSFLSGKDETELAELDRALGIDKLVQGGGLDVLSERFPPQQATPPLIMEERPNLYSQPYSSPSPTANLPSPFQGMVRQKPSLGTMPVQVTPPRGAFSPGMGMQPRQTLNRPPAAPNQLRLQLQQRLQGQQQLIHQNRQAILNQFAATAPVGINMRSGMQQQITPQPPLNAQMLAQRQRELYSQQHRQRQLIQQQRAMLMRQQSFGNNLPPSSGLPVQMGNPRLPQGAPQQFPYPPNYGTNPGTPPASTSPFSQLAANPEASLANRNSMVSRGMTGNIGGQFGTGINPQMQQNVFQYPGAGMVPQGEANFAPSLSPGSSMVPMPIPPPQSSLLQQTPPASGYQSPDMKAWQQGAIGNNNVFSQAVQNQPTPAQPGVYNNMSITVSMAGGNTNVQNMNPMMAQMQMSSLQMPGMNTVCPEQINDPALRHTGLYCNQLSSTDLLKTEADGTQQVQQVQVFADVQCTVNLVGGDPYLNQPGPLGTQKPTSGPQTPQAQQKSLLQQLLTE
LRH-1 inv ag: suppresses constitutive activity of human LRH-1; actives 0.13% (n = 360,000); inhibition, % at 3.6 µM; O00482; HEK293T StAR-luciferase reporter, LRH-1 transfected, 24 h;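 active = inhibition above the mean inhibition of all tested compounds plus 3 SD, cut at about 73% in these data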;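 also: 0% = DMSO wells and 100% = reporter-only cells lacking LRH-1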
Shn3 inh set2: reduces Shn3 3'UTR luciferase signal in osteoblasts. Clone20 osteoblast Shn3 3'UTR firefly luciferase, 24 h. inhibition, % at 12.5 µM. actives 0.52% (n = 360,000). AID 588674;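 active = mean inhibition of at least 75% with every replicate also reaching 75%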;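 also: 0% = median of neutral control wells and 100% = pilot-screen positive control compound; some compounds past the cut are filed as inactive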
COUP-TFII inh: inhibitors of human COUP-TFII (NR2F2); inhibition, % at 8.6 µM; HEK293T NGFI-A luciferase reporter, luminescence; P24468; AID 686940; actives 0.7% (n = 370,000);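 active = inhibition above a per-plate cutoff, mean inhibition of test wells between control levels plus 3 SD, cut at about 38% in these data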;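 also: cells cotransfected with COUP-TFII expression vector driving the NGFI-A reporter; 0% = median of COUP-TF2 test wells and 100% = reporter-only cells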
EBV LMP1 NFkB: reduces LMP1-driven NF-kappaB luciferase signal. LMP1-induced NF-kappaB luciferase reporter cells, luminescence. inhibition, % at 12.5 µM. actives 0.69% (n = 350,000); in the data active = inhibition above about 41%;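 also: 0% = neutral control wells and 100% = reference inhibitor control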
CF NFkB inh: blocks PAF-induced NF-kB reporter in cystic fibrosis cells; KKLEB NF-kB-GFP reporter, GFP fluorescence overnight; inhibition, % at 5 µM; actives 0.86% (n = 360,000);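 active = at least 50% inhibition at 5 µM, scaled per plate between neutral and stimulator controls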;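 also: PAF is a Pseudomonas aeruginosa culture filtrate used as stimulus; plate controls were PAF-stimulated DMSO wells for no effect and unstimulated DMSO wells for full effect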
TROY NFkB inh: TROY signaling inhibition | Q293 LMP1-TROYcd NF-kB luciferase reporter, 4 h | inhibition, % at 10 µM | actives 0.98% (n = 360,000) | AID 1347056;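 active = compounds whose plate-normalised and pattern-corrected inhibition of the luciferase reporter signal at the single screening dose is 50% or more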
KKLEB tox: reduces viability of KKLEB cystic fibrosis airway cells; KKLEB CF airway cells viability, ATPlite luminescence, overnight; active compounds read low; cells stimulated with P. aeruginosa culture filtrate; AID 602141; actives 0.36% (n = 360,000); activity change (cytotoxicity), % at 5 µM;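 active = corrected activity change at or below -50% at 5 µM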
* hit, by the source's call; . = no result given. Some of the compounds tested; count on the stated rates, not on these rows.

SMILES	NCOA3 inh	C8 TRAIL sens	TWEAK Fn14 block	SRC1 inh	LRH-1 inv ag	Shn3 inh set2	COUP-TFII inh	EBV LMP1 NFkB	CF NFkB inh	TROY NFkB inh	KKLEB tox
O=C(CC[C@H]1O[C@@H](n2ccc(=O)[nH]c2=O)[C@H](O)[C@@H]1O)N[C@@H](Cc1ccccc1)C(=O)NCC1CCCO1 (stereo partly specified)	0.4	5.0	-4.7	-2.7	-13.5	25.3	-0.9	.	-2.3	54.0*	11.0
CCOC(=O)/C(C#N)=C/c1c(N2CCCCCC2)nc2ccccn2c1=O	-12.3	0.2	4.3	1.1	16.6	5.1	4.8	-0.3	10.9	-24.4	-7.5
COC(=O)c1ccc(COc2ccccc2/C=N/NC(=O)c2cccnc2)cc1	-5.5	2.3	-33.2	-0.8	-28.0	-18.9	-18.2	-8.3	-9.0	-26.2	-1.1
O=S(=O)(c1cccc2nsnc12)N1CCOCC1	12.0	1.2	-9.3	7.5	-1.1	-7.9	13.7	0.2	-4.2	1.5	7.5
COC(=O)CNC(=O)CSc1ccccn1	-0.9	22.9	14.8	-10.6	13.9	-9.2	-19.5	-9.1	4.7	-10.5	5.6
CCCCN(C)CCNC(=O)c1cn(C)c(=O)c2c1c1ccccc1n2C	-22.7	-4.9	-6.0	-0.2	-41.3	3.5	-3.9	-14.5	17.8	2.3	-0.4
Cc1ccc(C(=O)OCC(=O)Nc2ccc(C)c(S(=O)(=O)N3CCCCC3)c2)c(O)c1	11.8	-11.4	0.8	3.0	-3.7	23.8	3.8	14.0	-11.9	18.3	-4.3
CC1CCN(C(=O)Cn2cc([N+](=O)[O-])ccc2=O)c2ccccc2S1 (stereo unspecified)	2.5	-8.7	4.3	12.1	8.7	3.8	2.9	-2.3	-4.4	5.4	-2.1
CC(OC(=O)c1ccc(-n2cnnn2)cc1)C(=O)Nc1ccccc1[N+](=O)[O-] (stereo unspecified)	22.2	-13.4	-26.5	-11.7	12.8	-2.0	4.9	-2.6	7.9	11.6	-6.3
O=S(=O)(NCCSc1ccc(Cl)cc1)c1ccc2c(c1)OCCO2	16.9	7.7	20.1	-2.7	1.0	-20.6	8.0	5.9	5.1	29.4	2.1
CCC(=O)N1CCN(c2ccccc2NC(=O)c2ccc(OC)c(Cl)c2)CC1	-15.4	0.9	-5.7	-15.0	8.4	19.8	-2.8	0.8	3.3	-18.2	-3.7
CC(C)c1ccc(NC(=O)c2cccc(NC3=NC4CS(=O)(=O)CC4S3)c2)cc1 (stereo unspecified)	-14.5	10.7	-19.9	-7.9	-20.2	-2.6	-22.7	-0.9	-6.7	-17.4	2.3
CCN(CC)C(=O)c1ccc(CS(=O)(=O)c2ccc(OC)cc2)o1	20.1	13.2	3.8	-0.8	0.2	8.6	13.9	-4.5	-4.6	15.6	4.1
CCn1c(N2CCN(S(=O)(=O)c3ccc(OC)cc3)CC2)nc2ccccc21	17.0	6.5	-2.8	13.8	6.9	62.2	9.0	-0.8	-1.1	38.9	-10.4
O=C(COC(=O)/C=C/c1nc2ccccc2s1)Nc1cccc(Cl)c1Cl	-0.3	-8.2	3.7	-4.7	-6.2	-2.3	-3.8	-7.5	5.7	0.5	1.5
COc1ccc(C(=O)Nc2ccc(C(=O)NCCc3ccccc3)cc2)cc1	4.9	-2.0	-7.8	-6.4	-16.9	-11.3	-21.5	-2.8	-7.8	-23.9	7.2
COc1ccc(S(=O)(=O)Nc2c(C(=O)O)[nH]c3ccc(OC)cc23)c(OC)c1	1.4	-4.0	-1.0	3.5	25.7	2.6	6.5	-3.6	-31.7	-9.5	8.6
CCN(CC)c1ccc(C(=O)N/N=C(\C)c2cccc(OC)c2)cc1	3.6	1.5	3.2	8.2	0.2	10.9	-5.1	-2.8	-12.5	-17.4	12.8
Cc1ccc2nc(Cl)c3nnnn3c2c1	-11.9	61.5*	-15.7	-18.9	-34.9	97.2*	.	-13.2	70.8*	83.9*	-19.9
Cc1occc1-c1nnc(SCC(=O)NC2(C#N)CCCC2)n1C	0.0	-3.2	-2.8	-6.6	7.4	13.6	1.2	-6.5	-8.0	8.7	4.4
CCc1cc(-c2nnn(CCC3COCCO3)c2CC)ccc1-c1cn(CCc2c[nH]c3ccccc23)nn1 (stereo unspecified)	1.0	20.6	40.6	-11.6	3.4	45.9	35.3	-2.0	1.7	41.1	-1.5
CSc1ccc(NS(=O)(=O)c2ccc(-n3cnnn3)cc2)cc1	-5.7	1.9	21.3	4.6	6.4	28.6	9.0	6.6	10.2	10.9	3.2
Cc1c(NC(=O)c2cc(CC(C)C)on2)c(=O)n(-c2ccccc2)n1C	-8.1	3.7	-19.6	-3.2	9.1	0.1	-9.2	9.8	-8.3	-1.8	6.1
N#Cc1nc(-c2cccs2)oc1N1CCOCC1	14.9	-20.8	-1.4	-1.6	9.4	-17.7	-24.1	14.4	20.6	8.0	-8.5
O=C1/C(=C/c2ccncc2)SC(=S)N1C1CCCCC1	9.2	8.7	13.6	-8.5	8.4	2.4	4.9	-1.5	5.4	-25.9	6.0
COc1ccc(CNC(=O)CN(C(=O)c2snc(C(N)=O)c2N)c2cccc(F)c2)cc1	-6.0	10.8	-2.9	-5.0	-7.2	-4.2	11.9	2.1	13.4	-8.8	-16.0
CCOC(=O)C1=CN(Cc2cccc(-c3ccc(Cl)nc3)c2)S(=O)(=O)N(C)C1C (stereo unspecified)	-27.3	5.9	4.1	-29.9	-46.2	-29.1	-14.8	-14.1	-16.7	-18.9	10.0
O=C1CCC(C(=O)Nc2ccccc2N2CCOCC2)=NN1	16.2	0.4	5.9	15.2	9.8	-15.8	-5.3	1.4	10.6	-2.4	-0.4
Cc1ccc(C(=O)N/C(=C\c2ccco2)C(=O)NCc2cccnc2)cc1	2.0	-1.6	-4.8	0.7	-2.0	3.7	-16.2	-0.8	10.8	11.7	-13.2
COc1ccc(S(=O)(=O)N2CCN(Cc3ccc4c(c3)OCO4)CC2)cc1	20.1	21.2	-11.0	4.4	9.6	7.1	-16.8	10.7	19.9	3.1	-9.1
COc1ccc(C(=O)N[C@H](C(=O)Nc2sccc2C(N)=O)C(C)C)cc1	3.1	-7.6	14.6	-20.9	7.1	-16.8	3.0	-10.8	-8.2	-14.3	10.3
COc1cc(S(=O)(=O)N(Cc2cccc(OC)c2OC)CC2CCCO2)ccc1-n1cnnn1 (stereo unspecified)	7.0	-22.2	-1.4	18.1	-0.5	7.7	-23.2	-3.3	-0.8	-1.0	-5.9
Cc1cccc(OCc2nnc(SCC(=O)Nc3nccs3)o2)c1	11.4	-12.1	4.1	-23.5	-10.0	-15.8	2.0	-3.3	3.5	-47.6	-17.2
O=C(Nc1cccc(Br)c1)c1ccc2c(c1)SC1=NS(=O)(=O)CCN12	0.3	20.9	-1.1	6.5	5.5	40.6	-5.8	15.5	-25.4	-7.6	2.6
Cc1nc2cc(N=NC3=C(O)CCCC3=O)ccc2s1	-98.3	28.5	8.9	-137.2	-65.4	-9.0	-36.5	-8.1	-13.9	-15.8	-0.1
CC(=O)Nc1cccc(-c2ccnc3c2CC(C)(C(=O)NCc2cccs2)O3)c1 (stereo unspecified)	5.4	12.6	6.2	-7.2	6.0	12.9	-24.2	.	0.0	16.7	-13.7
O=C(COC(=O)C1CCN(c2ccc(C(F)(F)F)cn2)CC1)NCCc1ccccc1	-9.1	-15.2	15.9	-4.0	-13.1	-27.5	2.6	-4.2	2.7	12.0	1.5
CC[C@]12c3[nH]c4ccc(OC)cc4c3CCN1C(=O)C(CC(=O)NCCCOC)C[C@@H]2C(=O)N1CCN(C(=O)C2CC2)CC1 (stereo partly specified)	-4.0	-20.4	12.2	1.8	-17.7	-5.5	-10.3	-2.9	-3.5	-5.9	1.2
CCOC(=O)CSc1nc2sc3c(c2c(=O)n1-c1ccccc1)CCN(C)C3	-4.7	-11.7	-11.2	4.6	1.1	2.5	13.3	8.9	5.1	-0.1	15.6
O=C(NCCc1ccccc1)C(=O)N/N=C/c1ccccc1C(F)(F)F	-17.4	-4.8	-2.7	4.8	-8.9	4.5	-6.5	-2.8	-5.3	0.9	5.4

Compounds listed so far that have a nitro group on carbon (2):
SMILES	NCOA3 inh	C8 TRAIL sens	TWEAK Fn14 block	SRC1 inh	LRH-1 inv ag	Shn3 inh set2	COUP-TFII inh	EBV LMP1 NFkB	CF NFkB inh	TROY NFkB inh	KKLEB tox
CC1CCN(C(=O)Cn2cc([N+](=O)[O-])ccc2=O)c2ccccc2S1 (stereo unspecified)	2.5	-8.7	4.3	12.1	8.7	3.8	2.9	-2.3	-4.4	5.4	-2.1
CC(OC(=O)c1ccc(-n2cnnn2)cc1)C(=O)Nc1ccccc1[N+](=O)[O-] (stereo unspecified)	22.2	-13.4	-26.5	-11.7	12.8	-2.0	4.9	-2.6	7.9	11.6	-6.3

New compounds follow
SMILES	NCOA3 inh	C8 TRAIL sens	TWEAK Fn14 block	SRC1 inh	LRH-1 inv ag	Shn3 inh set2	COUP-TFII inh	EBV LMP1 NFkB	CF NFkB inh	TROY NFkB inh	KKLEB tox
Cc1nc(-c2nnc(SCC(=O)Nc3cc(Cl)cc(Cl)c3)n2C)cs1	13.9	-10.6	-6.6	-5.1	-0.3	-11.7	-28.7	2.5	-11.4	8.4	13.3
CC(C)C[C@H]1CN=C(Nc2ccccc2)N1CCCCc1ccccc1	-22.5	4.7	-11.6	-8.3	4.5	30.2	-1.0	-8.7	23.5	-18.8	-19.4
O=C(NC(=S)Nc1cc([N+](=O)[O-])ccc1O)C1CC1	-7.3	-14.4	6.2	-40.7	-36.6	-15.5	2.7	-6.3	14.6	-13.1	-9.0
CCC1CCCCN1C(=O)c1cc2cc(Br)ccc2oc1=O (stereo unspecified)	13.8	-3.3	13.6	-6.8	-6.3	2.8	16.8	-10.0	3.9	-19.4	9.5
Cc1cccc(N=C2NC(=O)/C(=C\c3cccs3)S2)c1	-4.0	-15.5	-2.0	-4.5	-19.6	13.6	-24.2	-11.3	29.7	13.9	-7.4
COC(=O)[C@@]1(C)[C@H]2C(=O)N(C)C(=O)[C@H]2[C@H]2CN=C(SCc3ccccc3)N21	-6.4	-10.6	7.8	2.6	4.1	13.1	-19.2	-9.0	-14.4	4.5	12.9
COc1ccc2[nH]c(C(=O)N3CCN(C)CC3)c(C)c2c1	-32.5	-13.1	16.0	-34.6	-4.0	-6.1	16.0	-0.7	-11.8	7.8	6.6
CCN1C(=O)/C(=C\c2cccs2)C(C(=O)OC)=C1C	-28.1	-6.7	-4.8	0.8	3.9	-4.9	11.2	-0.9	-7.7	-18.3	-2.0
CCOC(=O)c1ccc(COC(=O)c2cc(=O)[nH]c3ccccc23)o1	-8.4	14.9	-19.3	-13.0	14.5	4.1	-6.8	10.6	3.7	-22.9	-3.3
CC1(C)OC2CC3C4CC=C5CC(O)CCC5(C)C4CCC3(C)C2(C(=O)CO)O1 (stereo unspecified)	-49.2	-9.3	-16.9	-5.3	-14.2	3.1	-28.4	-12.6	6.1	-5.5	7.6
O=C(COc1ccc(Cl)cc1)Nc1cnn(Cc2c(Cl)cccc2Cl)c1	-20.7	2.4	-44.9	-3.7	18.7	9.0	13.6	10.4	28.7	4.7	-37.5
COCCCNC(=O)CC(NCCCOC)C(=O)O (stereo unspecified)	-16.6	-1.7	-2.2	-5.3	-11.5	-4.4	-7.3	-6.1	9.8	-0.4	-11.9

Compound activity (PubChem BioAssay)
